Compound activity as filed in PubChem BioAssay.
E-sel inducer: E-selectin induction on HUVECs; activation, % at 7.58 µM; P16581; 260,000 compounds, 0.37% hits; HUVEC E-selectin immunofluorescence imaging; normalized: neutral wells 0, TNF-alpha wells 100;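 active means mean E-selectin-positive cell signal at least 10% of the positive control, reached in at least 60% of replicates, without over 20% cell loss; inconclusive means no rule given, readout overlaps actives, possibly toxicity-flagged; inactive means the rest, including those meeting only one limit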;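 further: in these data hits start at about 27%; measured in HUVEC primary endothelial cells; signal is the percent of cells scored E-selectin positive by PE staining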
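Read-out: % PE-positive cells | Test system: HUVEC | Doses: One compound dose added by pin transfer | Buffer or medium: EGM-2 over gelatin coat | Signal: Immunofluorescence imaging | Benchmarks: TNF-alpha, DMSO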
FN deposition inh: fibronectin deposition inhibition | AH1F fibroblasts, Alexa488-fibronectin deposition fluorescence, overnight | 350,000 compounds, 0.086% hits | inhibition, % at 12.6 µM;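 active means mean inhibition across replicates of 30% or more, regardless of how many single replicates reach that level; inconclusive means mean under 30% yet at least half of replicates reach 30%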;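 further: positive control wells lacked labelled fibronectin entirely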
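Test system: AH1F fibroblast monolayer depositing Alexa488-labelled fibronectin into matrix. Input: 10000 cells per well. Technique: fluorescence, ex 485 nm, em 525 nm. Buffer or medium: DMEM plus 2% serum, read in PBS. Timing: 1 h cell adhesion before compound, then overnight fibronectin incubation. Compound: single dose, pinned. Read-out basis: inhibition from reduced deposited-fibronectin fluorescence.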
RAD52 anneal inh: RAD52 (human) annealing inhibition | P43351 | recombinant RAD52 DNA annealing, FRET fluorescence | inhibition, % at 18.7 µM | 360,000 compounds, 0.46% hits;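 active means every replicate showing at least 50% inhibition; inconclusive means mean inhibition at least 50% but not in every replicate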
S100A4 inh HTS: inhibitors of human S100A4 binding to myosin IIA peptide | P26447 | S100A4/TAMRA-MyoIIA peptide fluorescence polarization | inhibition, % at 10.7 µM | 360,000 compounds, 0.14% hits;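 active means mean inhibition of at least 70% across replicates, with every replicate also reaching that level; inconclusive means mean inhibition reaches 70% but some replicates fall short; inactive means mean inhibition below 70%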
Target sequence (P26447 whole entry, looked up): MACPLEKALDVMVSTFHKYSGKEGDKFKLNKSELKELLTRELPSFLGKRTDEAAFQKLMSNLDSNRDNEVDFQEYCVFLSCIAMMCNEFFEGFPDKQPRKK
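System – human S100A4 monomer protein, biochemical binding assay · Buffer or medium – Calcium-containing HEPES buffer, pH 7.2 · Timing – 5 min between mix addition and reading · Also added – TAMRA-labelled myosin IIA heavy-chain peptide probe, 5 nM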
EWS-Fli inh: EWS/Fli transcriptional activity inhibition; A673 NR0B1-luciferase reporter, viability-normalised; 350,000 compounds, 0.67% hits; inhibition, % at 12.6 µM;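 active means mean inhibition of at least 50% after viability correction, with every replicate also passing that limit; inconclusive means mean reaches 50% but only one of two replicates passes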;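 further: firefly luciferase signal divided by Alamar Blue viability fluorescence both relative to DMSO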
esBAF inh: SWI/SNF esBAF complex inhibition; mouse ES cells, Bmi1-luciferase knock-in reporter, 24 h; 100% = twice the neutral-well signal; reporter increase, % at 12.5 µM; 350,000 compounds, 2% hits; in the data active means activation above about 40%; inconclusive means no clear call, values can overlap the other calls;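 further: 0% = median of the plate's neutral control wells and 100% = double that signal; a rise in the Bmi1 reporter signal indicates esBAF inhibition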
RAD54 branch: RAD54 (human) branch migration inhibition; Q92698; 360,000 compounds, 0.14% hits; AID 602329; RAD54 Holliday junction branch migration, FAM/BHQ fluorescence; inhibition, % at 10.4 µM;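 active means mean normalized replicate activity at least 40 and at least half of replicates scoring 40 or more; inconclusive means only one of the two criteria met; inactive means mean below 40 and under half of replicates reaching 40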;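 further: 0% = median of neutral control wells and 100% = median of positive control wells; inhibitors cause a drop in the FAM fluorescence signal; in these data hits start at about 50%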
Target sequence (Q92698 whole entry, looked up): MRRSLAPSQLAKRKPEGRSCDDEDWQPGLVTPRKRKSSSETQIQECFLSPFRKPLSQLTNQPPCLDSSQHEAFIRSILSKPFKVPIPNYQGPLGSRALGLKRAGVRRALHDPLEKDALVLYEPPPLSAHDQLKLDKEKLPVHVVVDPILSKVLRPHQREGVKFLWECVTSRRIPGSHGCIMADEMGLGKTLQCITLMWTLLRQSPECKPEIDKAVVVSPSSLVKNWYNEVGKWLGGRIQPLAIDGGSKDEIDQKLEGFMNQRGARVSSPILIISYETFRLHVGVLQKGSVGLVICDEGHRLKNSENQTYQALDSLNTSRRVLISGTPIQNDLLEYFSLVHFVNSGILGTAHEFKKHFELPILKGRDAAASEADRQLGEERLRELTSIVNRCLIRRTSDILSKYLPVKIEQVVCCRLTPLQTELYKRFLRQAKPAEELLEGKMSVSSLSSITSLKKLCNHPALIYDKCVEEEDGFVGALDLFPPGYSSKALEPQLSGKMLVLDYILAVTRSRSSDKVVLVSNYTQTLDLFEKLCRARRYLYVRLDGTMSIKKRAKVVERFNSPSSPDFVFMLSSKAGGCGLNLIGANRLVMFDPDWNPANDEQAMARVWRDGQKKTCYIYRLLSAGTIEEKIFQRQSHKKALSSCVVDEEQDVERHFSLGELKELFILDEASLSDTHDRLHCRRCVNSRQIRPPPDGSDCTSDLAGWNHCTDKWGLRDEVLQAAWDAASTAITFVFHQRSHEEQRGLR
Xi reactivation: activators of X-chromosome reactivation in mouse fibroblasts | 360,000 compounds, 0.055% hits | activation, % at 7.58 µM | XiGFP mouse fibroblasts, % GFP-positive cells imaging, 3 d; cells co-treated with 5-aza-dC sensitizer; scaled so ellipticine positive control = 100%;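 active means mean normalized replicate activation at least 10% and every replicate at or above 10%; inconclusive means only one of the two criteria met; inactive means mean below 10% and not all replicates reach 10%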;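 further: 0% = median of on-plate neutral control wells and 100% = ellipticine 6 µM median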
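System: 68-5-11 XiGFP fibroblast line; Timing: 3 days compound exposure; Compound dosing: one concentration, pinned; Benchmarks: positive control ellipticine, 6 µM final; Buffer or medium: DMEM containing 5-aza-dC.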
* hit, by the source's call; ? = inconclusive; · = no result given.

Fields: FN deposition inh, esBAF inh, EWS-Fli inh, RAD54 branch, S100A4 inh HTS, RAD52 anneal inh, Xi reactivation, E-sel inducer
- Cc1ccc(S(=O)(=O)Nc2ccc3c(c2)CC(=O)N([C@@H](C)CO)C[C@@H](C)[C@@H](CN(C)Cc2ccc(C(=O)O)cc2)O3)cc1
    ·, 0, -7, ·, ·, ·, -0.4, 0.6
- O=C(C[C@H]1C(=O)N(Cc2ccccc2)C[C@@H]1Cc1ccccc1)Nc1ccccc1
    0, -4, 5, 1, -12, 2, 1.0, -0.1
- COc1ccc(-c2ccc(C(C)=O)cc2)cc1[C@H]1[C@@H]2C=CCC[C@@]2(C)C(=O)N1Cc1ccccc1
    9, -7, 2, 4, 2, -14, 0.0, 0.0
- NC12CC3CC(CC(C3)C1)C2
    1, 3, -1, 8, 0, 4, 0.3, 1.9
- COC(=O)c1cccnc1-n1c(=O)c2cccnc2n(Cc2cccc(OC)c2)c1=O
    4, 5, 2, 0, -3, 15, 0.2, 0.0
- COc1ccc2cc(C(=O)NCc3ccccc3)c(=O)oc2c1
    -5, 21, -78, -18, -5, -14, 0.0, -0.2
- CO[C@@H](CN(C)C(=O)c1cnccn1)[C@@H](C)CN([C@H](C)CO)S(=O)(=O)c1ccc(C)cc1
    -14, -2, -5, -2, 6, 0, -0.1, 0.0
- COc1ccc(NC(=O)Nc2ccc3c(c2)CC(=O)N([C@@H](C)CO)C[C@@H](C)[C@H](CN(C)S(=O)(=O)c2ccc(OC)cc2)O3)cc1
    ·, 3, -4, -4, 1, -13, -0.2, 0.2
- O=C(CN1CCN(c2ccccn2)CC1)Nc1ccc(F)c(F)c1
    -1, 5, -4, -1, -3, -8, 0.1, 0.0
- Cc1ccc(CNC(=O)COc2ccc3c(c2)CCC3)cc1
    -5, ·, 5, 7, -3, -2, 0.0, ·
- O=C1NC(CCO)C(=O)NC1CCO (stereo not given)
    ·, -8, 4, -4, 2, -34, -0.1, -0.5
- CCc1nccn1S(=O)(=O)c1ccc(OC)c(OC)c1
    -3, -13, 3, -12, 2, -31, 0.3, -0.2
- C#CCN1C=CC(=O)[C@@H](OC(=O)Nc2ccccc2Br)[C@H]1c1ccccc1Br
    9, 0, 11, -6, -1, 3, 0.0, -0.7
- CS(=O)(=O)N1[C@@H]2c3ccc(-c4ccccc4)c(=O)n3C[C@@H]2[C@@H](CO)[C@@H]1C(=O)NC1CCC1
    ·, 3, 0, 3, 10, -7, 0.1, 0.5
- O=C(Nc1nccs1)C1CCN(S(=O)(=O)c2ccccc2)CC1
    1, 13, 0, -11, -4, -12, 0.0, 0.1
- C#CCOc1c(/C=C\c2nc(O)c([N+](=O)[O-])c(=O)[nH]2)cc(Br)cc1OC
    -9, -3, 1, 4, 0, -5, 0.0, 0.2
- O=C(Cc1ccccc1)NC(C(=O)O)C(O)c1ccc([N+](=O)[O-])cc1 (stereo not given)
    -4, -11, 4, ·, -1, -8, -0.1, ·
- CCCNC(=O)C1(C)CCCN(C(=O)c2cc(C(C)(C)C)nn2C)C1 (stereo not given)
    ·, -3, 6, 13, 30, -2, 0.0, ·
- O=C(CSc1ccc2nnc(-c3cccnc3)n2n1)Nc1ccc(F)cc1
    1, 2, ·, 8, 2, -9, -0.1, 0.2
- CCC1CCCCN1CC(=O)Nc1ccc2c(c1)OCCO2 (stereo not given)
    -5, ?, -52, -9, 2, -4, 0.0, ·
- CC(=O)c1ccc(OC(=O)Cc2cccc3ccccc23)cc1
    -8, 3, 13, 3, 17, -13, 0.0, 1.4
- CN1CCN(CCNC(=O)c2ccc3nc(-c4ccc(F)cc4)c(-c4ccc(F)cc4)nc3c2)CC1
    -10, -12, 19, 10, 10, 37, 0.0, -0.7
- COc1ccc(C(=O)NC(=S)NNC(=O)c2ccco2)cc1
    11, 11, -5, -5, -7, -3, 0.3, ·
- CO[C@H]1CN(C)C(=O)c2cc(NS(=O)(=O)CC(F)(F)F)ccc2OC[C@@H](C)N(C(=O)c2ccc3c(c2)OCO3)C[C@H]1C
    -5, -5, -3, -1, 0, -14, -0.1, -0.2
- COc1ccc(N2CCN(CCCNC(=O)C3CCC(CNc4nc(=S)[nH]c5ccccc45)CC3)CC2)cc1 (stereo not given)
    10, ·, 18, ·, 4, -10, 0.2, 0.0
- COc1cccc(/C=N/NC(=O)c2cc(-c3cccn3C)n[nH]2)c1
    ·, 11, ·, 7, -1, 5, ·, ·
- C[C@@H]1CN([C@H](C)CO)C(=O)c2cccc(NC(=O)C3CCOCC3)c2O[C@@H]1CN(C)Cc1ccc2c(c1)OCO2
    2, -3, -6, 3, -3, -12, -1.0, ·
- C[C@H](CO)N1C[C@H](C)[C@H](CN(C)Cc2ccc(C(F)(F)F)cc2)OCCCC[C@H](C)Oc2ccc(NC(=O)Cc3ccccc3)cc2C1=O
    ·, -32, 4, -5, -23, -41, 0.0, 0.4
- Cc1ccc(Nc2nc(CSc3nnc(-c4cccnc4)n3-c3ccccc3F)cs2)cc1
    2, ·, 1, ·, -7, -26, -0.1, -0.2
- COc1ccccc1C1CCN(C(=O)C2CCCCC2)CC1
    -5, 2, 19, 0, -4, -16, 0.0, 1.2
- Cc1ccc(S(=O)(=O)Nc2ccc3c(c2)C(=O)N([C@H](C)CO)C[C@H](C)[C@H](CN(C)Cc2ccc(C(=O)O)cc2)OCCCC[C@@H](C)O3)cc1
    -5, 1, -33, -9, 0, 16, 0.3, -0.1
- O=C(NCc1ccc(F)cc1)[C@H]1[C@H](CO)[C@H]2Cn3c(cccc3=O)[C@H]2N1CCC(F)(F)F
    ·, -5, -2, 7, 32, 6, -0.1, 0.7
- CC1(C)OC2OC3C(CNCCO)OC(c4ccccc4)OC3C2O1 (stereo not given)
    -3, ·, -3, ·, -4, -10, 0.0, -2.1
- C=CCc1ccccc1OCCNCc1ccccc1
    -15, ·, 1, ·, 42, 4, 0.0, ·
- Cc1noc(C)c1NC(=O)N[C@H]1CC[C@@H](CCNC(=O)C2CCCCC2)O[C@H]1CO
    9, -4, -5, -6, -4, 6, 0.3, -0.1
- COc1ccc(N(CC(=O)NC2CCCCC2)C(=O)CNC(=O)c2cccs2)cc1
    3, -4, 10, 0, -2, -4, -0.1, ·
- COc1ccc(CCn2c(=N)c(C(=O)NC3CCCC3)cc3c(=O)n4ccccc4nc32)cc1
    -7, -5, ·, 34, -3, 34, 0.0, 3.2
- COc1ccc(NC(=O)N[C@H]2C=C[C@H](CC(=O)NCc3ccccn3)O[C@@H]2CO)cc1
    -14, -1, 0, -6, -11, -17, 0.1, -0.2
- Cc1nc2c(-c3ccccc3)c(C)[nH]n2c(=O)c1Cc1ccccc1
    ·, ·, 2, ·, -1, 6, 0.0, ·
- CC1(Cc2ccccc2OC(F)(F)F)C(=O)Nc2ccc(OC(F)(F)F)cc21 (stereo not given)
    ·, -9, 7, -8, 6, -5, 0.0, -0.2
- CN(C)S(=O)(=O)c1cccc(-c2nnc(SCC(=O)NCCCCCC(=O)O)n2-c2ccc(F)cc2)c1
    ·, ·, -10, ·, -7, -13, -0.1, ·
- Cc1[nH]c2ccccc2c1Cc1nnc(SCC(=O)NCc2ccco2)o1
    -7, -10, -1, 0, -4, -13, 0.2, 0.3
- C[C@H](O)C#Cc1ccc2c(c1)O[C@@H](CN(C)C(=O)C1CC1)[C@@H](C)CN([C@H](C)CO)S2(=O)=O
    ·, -5, -12, -9, ?, 20, 0.3, 0.8
- COc1ccc(NC(=O)C2Cc3cc(S(=O)(=O)N4CCCCC4)ccc3N2C(C)=O)cc1Cl (stereo not given)
    -6, 2, ·, -5, -8, -24, 0.0, 2.7
- O=C(Nc1cc(F)ccc1F)N1CCCCN2[C@H](CO)[C@@H](c3ccc(-c4ccncc4)cc3)[C@H]2C1
    ·, ·, -18, -4, 6, -3, 0.1, 0.0
- CC(O)(c1cccc(F)c1)c1nc(-c2cccc(C(=O)O)c2)cs1 (stereo not given)
    3, 24, -8, -10, -4, 1, 0.0, -0.1
- C[C@H]1CCCCO[C@H](CN(C)S(=O)(=O)c2cn(C)cn2)[C@@H](C)CN([C@@H](C)CO)C(=O)c2cc(NS(=O)(=O)c3ccc(F)cc3)ccc2O1
    13, 1, 1, -7, 0, -11, 0.1, -0.1
- CCOC(=O)c1cc2c(ccn2C)n1Cc1ccc(C#N)cc1
    2, ·, -2, ·, 2, -4, 0.0, ·
- CC(=O)c1ccc(OC(C)C(=O)NC2CCCCC2C)cc1 (stereo not given)
    2, 1, 1, -11, 2, 3, -0.1, ·
- CN(Cc1nccn1C)C(=O)C1CCC(=O)N(Cc2cccc(C(F)(F)F)c2)C1 (stereo not given)
    8, -4, 5, 0, -2, -16, 0.0, ·
- Cn1cc(-c2coc3c(C(=O)NCc4cccnc4)cccc23)cn1
    11, 21, -17, 8, -3, -7, 0.1, -0.2
- COc1ccccc1-c1sc2cc3c(cc2c1C#CC1(O)CCCCC1)OCO3
    -19, -8, 10, -3, -4, -17, 0.1, 0.2
- CCOc1ncccc1C(=O)N1CCN(c2cc(Cl)ccc2C)CC1
    -9, ·, ?, ·, -2, -14, 0.0, ·
- COc1ccc(-n2c(-c3ccc(Br)cc3)c[n+]3c2CCCCC3)cc1
    2, ·, 24, 10, 0, -18, 0.3, ·
- O=C(O)c1cc(N/N=C/c2ccc3c(c2)OCO3)ccc1Cl
    4, ·, 3, ·, -2, -20, 0.0, 0.0
- CCCNC(=O)[C@H]1N2C(=O)c3c(ccc(OC)c3OC)C2SC1(C)C (stereo not given in full)
    -1, -5, -8, 0, -3, -3, 0.0, ·
- CNC(=O)C(=O)N1CCC2(CC1)OCCN2S(=O)(=O)c1ccc(C)cc1
    -3, -7, 1, -1, 2, -4, -0.1, 0.1
- O=C(Cc1ccc(Cl)cc1)Nc1ccc(Cl)cn1
    -5, 27, -67, 6, -7, -14, 0.0, ·
- OC[C@H]1[C@@H](c2ccccc2)C2(CN(Cc3nccs3)C2)N1CCC(F)(F)F
    ·, ·, -5, ·, -10, 10, 0.1, 0.8
